# p53ts 39C kill = p53ts cell cytotoxicity, nonpermissive temperature; H1299-p53A138V viability at 39C, ATP luminescence, 24 h; Potency, µM (highest dose often 46.1 µM), without a hit: top-dose activity change, negative = cell killing, usual class: cytotoxic; 130,000 tested, 1.5% active; AID 902; also: nearly all actives have a fitted effect of over 55% in size
# Peg3 imprint = induces erasure of genomic imprints in mouse ES cells. Potency, µM (titrated, usually from 60.7 µM), without a hit: top-dose activity change, positive = activation, hits mostly activators. mouse ES Peg3-LacZ reporter, beta-gal luminescence, 40 h. 110,000 tested, 0.02% active. AID 1948;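 also: 0% = negative control wells on the plate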
#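 Gelatin-coated wells received 300 freshly trypsinized female ES cells with a Peg3LacZ-Neo reporter on the maternal allele, then incubated 40 hours at 37C. BetaGlo was added for 5 minutes at room temperature before a single luminescence read.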
# p53ts 32C kill = p53ts cell cytotoxicity, permissive temperature | Potency, µM (doses to about 46.1 µM), for the others: top-dose activity change, negative = cytotoxicity, actives largely listed as cytotoxic | H1299-p53A138V at 32C, ATP luminescence viability, 24 h | 130,000 tested, 0.93% active;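 also: 0% = DMSO and -100% = full killing by reference compound; nearly all actives have a fitted effect of over 55% in size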
#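 H1299-p53 A138V cells (temperature-sensitive p53) exposed 24 h to up to 46 uM compound at 32C, where p53 is wild-type in conformation. Viability read as ATP luminescence and normalised to DMSO and 100 uM tamoxifen. AC50 fitted with the Hill equation.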
# IkB signaling = suppresses IkB signaling in ABC-DLBCL reporter cells; Potency, µM (top dose mostly 57.1 µM), inactives show at the top dose IkBa stabilization activation; 110,000 tested, 0.04% active; ABC-DLBCL IkBa-CBG/CBR dual luciferase ratio, 4 h; response scale: scaled: untreated 0%, proteasome inhibitor 100%; active = well fitted curve in the direction sought with a large enough effect in the signal ratio, not every such curve was filed as active; inconclusive = small, poorly fitted or top-dose-only effect, or a change in a side signal; the % refers to the signal ratio;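 also: the direction sought is a rising ratio; 0% = basal untreated cells and 100% = reference inhibitor full response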
#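 Luminescence ratio of IκBα-fused green versus native red beetle luciferase in OCI-Ly3 cells, 4 h post-doxycycline with compound; red signal alone, scaled from basal (0%) to zero light (-100%), flagged nonspecific or cytotoxic effects.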
# * marks the source's active call; other numbers are inactive results; ? = inconclusive; . = not tested or not shown; [ ] = another dose, or the depositor's remark. Unless noted, calls follow the shape of the dose curve; as a rule, active = well fitted curve in the direction sought with a large enough effect; inconclusive = small, poorly fitted or top-dose-only effect, or another doubt; inactive = no such curve, though single readings can be large; an effect the other way counts as inactive or inconclusive. Unless noted, % is scaled to controls: 0 for no effect and ±100 for the full control effect; potency is read from the fitted curve at half-maximal effect.
SMILES,p53ts 39C kill,Peg3 imprint,p53ts 32C kill,IkB signaling
O=C(Cn1ncc2c3ccccc3n(Cc3ccccc3)c2c1=O)NCc1ccccc1,9%,-5%[10.9 µM],1%,1.4%
Cc1ccc2nc(-c3ccc(C)o3)c(Nc3ccc4c(c3)OCCO4)n2c1,-17%,-18%[10.9 µM],-14%,?
C/C=C(\C)CN1CCc2cc(OC)c(OC)cc2C1,-6%,10%,-5%,3.3%
Cc1ccc(SCCC(=O)N(C)C)cc1,-1%,-28%,6%,-4.5%
CCOc1cc(CNc2ncc(-c3ccc(OC)cc3)n2C)ccc1O,5%,-33%[inhibitor],0%,-0.1%
CCCCOC(=O)C1=C(C)Nc2ncnn2C1c1cccc(OC)c1 (stereo not drawn),0%,-5%,-9%,0.4%
O=C(Nc1ccc(-n2cnnn2)cc1)C1CCC1,-3%,4%,1%,0.3%
O=C(NC1CC1)c1ccc(CS(=O)(=O)c2c(Cl)cccc2Cl)o1,-1%,-10%,-14%,-2.9%
Cc1ccc(NC(=O)c2cc(S(=O)(=O)N3CCCCCC3)ccc2F)cc1F,?,19%[10.9 µM],-6%,?
COc1ccc(CNC(=O)C(c2ccco2)N(Cc2ccccc2)C(=O)Cc2cccs2)cc1 (stereo not drawn),1%,.,1%,.
N#Cc1c[nH]n2c(NC3CCCCC3)c(-c3cccc(Cl)c3)nc12,25%,-4%[10.9 µM],1%,-0.2%
O=C(CSc1nnc(-c2c[nH]c3ccccc23)o1)N(Cc1ccccc1)c1ccc(F)cc1,-1%,-14%,3%,?
COC(=O)C1=C(C)N(C)C(C)=C(C(=O)OC)C1c1ccc(C(=O)OC)cc1,-13%,-9%,-5%,?
c1csc(C(c2nnnn2C2CCCCC2)N2CCN(c3nc4ccccc4s3)CC2)c1 (stereo not drawn),6%,.,13%,.
O=C1NC(NS(=O)(=O)c2ccccc2)(C(F)(F)F)C(=O)N1Cc1cccnc1 (stereo not drawn),10%,4%,34%[activator],0.0%
Cc1cc(C)n(-c2nc(C)c(C)c(=O)n2CC(=O)Nc2ccc(OC(F)(F)F)cc2)n1,-7%,-15%[10.9 µM],2%,-0.2%
CCOC(=O)c1ccc(NC(=O)CS(=O)(=O)c2cn(CC)c3ccccc23)cc1,-5%,20%,8%,5.3%
Cc1cc(C(C)(C)C)ccc1OCCN(C)C,9%,8%,-2%,4.0%
CCCCNS(=O)(=O)c1ccc2nc(SCC(=O)c3ccc(C#N)cc3)[nH]c2c1,-19%,-18%,-9%,1.3%
CCNc1c2c3c(cccc3n(C)c1=O)C(=O)c1ccccc1-2,-5%,-8%,-10%,?
CCOCC(=O)Nc1nc2ccc(S(C)(=O)=O)cc2s1,9%,-29%,2%,-7.3%
Cc1ccc(-n2ncc3c(N4CCN(Cc5ccccc5)CC4)ncnc32)cc1Cl,-21%,10%[10.9 µM],-14%,?
CCCc1cc(N2CCCC(C(=O)NCc3ccc4c(c3)OCO4)C2)n2ncnc2n1 (stereo not drawn),-2%,-20%,-7%,0.1%
CCN(CC)S(=O)(=O)c1ccc(F)c(C(=O)NCCC(C)C)c1,1%,-10%,3%,-0.5%
COc1ccc(-c2nc(CSCC(=O)N3CCN(c4cc(Cl)ccc4C)CC3)c(C)o2)cc1,-27%,-9%[10.9 µM],1%,?

# 4 records picked at random from those above, as already listed:
SMILES,p53ts 39C kill,Peg3 imprint,p53ts 32C kill,IkB signaling
CCOCC(=O)Nc1nc2ccc(S(C)(=O)=O)cc2s1,9%,-29%,2%,-7.3%
CCCc1cc(N2CCCC(C(=O)NCc3ccc4c(c3)OCO4)C2)n2ncnc2n1 (stereo not drawn),-2%,-20%,-7%,0.1%
O=C(CSc1nnc(-c2c[nH]c3ccccc23)o1)N(Cc1ccccc1)c1ccc(F)cc1,-1%,-14%,3%,?
Cc1ccc2nc(-c3ccc(C)o3)c(Nc3ccc4c(c3)OCCO4)n2c1,-17%,-18%[10.9 µM],-14%,?

# (cont.)
SMILES,p53ts 39C kill,Peg3 imprint,p53ts 32C kill,IkB signaling
O=C(CSc1ncnc2c1nnn2-c1ccc(F)cc1)NCC1CCCO1 (stereo not drawn),23%,.,0%,.
COc1ccccc1NC(=O)CSc1ccc2nnc(-c3ccccn3)n2n1,12%,-5%,23%,6.8%
C=C1CC23C[C@H]4[C@@H]5[C@@]6(C)C[C@H](OC(=O)c7ccccc7)[C@@H](OC(C)=O)[C@]57[C@@H]2[C@@H](OC(C)=O)[C@H]1[C@@H](O)[C@H]3[C@H]7N4C6,8%[20.6 µM],-1%[16.8 µM],-10%[20.6 µM],0.2%[25.6 µM]
Cc1noc(C)c1-c1nc(Nc2ccncc2)c2ccccc2n1,-7%,14%,-6%,-1.5%[11.4 µM]
O=C(CSc1ncnc2ccccc12)N1CCCC1,4%,-11%,9%,4.3%
CCCc1nnc(NC(=O)c2c(O)c3cccc4c3n(c2=O)CCC4)s1,12%,.,5%,-0.9%
O=C(Cc1ccccc1)N(Cc1cccnc1)c1nc2c(Cl)cccc2s1,-6%,-20%[10.9 µM],0%,-0.8%
COC(=O)CNC(=O)Nc1cc(C(=O)NCc2ccc(C)cc2)ccc1N1CCCC1,-14%,-7%[10.9 µM],-3%,0.9%
CCCCCc1c(C)nc(NCc2ccccc2)[nH]c1=O,8%,-18%,14%,0.8%
O=C(c1ccc2c(c1)N(Cc1ccccc1F)C(=O)c1ccccc1S2(=O)=O)N1CCN(c2ccccc2F)CC1,7%,-10%[10.9 µM],16%,?
COc1cccc(-n2ccn(CC(=O)Nc3ccccc3F)c(=O)c2=O)c1,-8%,16%[10.9 µM],-7%,?
Cc1ccc(NC(=O)CSc2nnc(-c3cnccn3)n2Cc2ccco2)cc1C,11%,-12%,-1%,-1.9%
Cc1cc(C)cc(NC(=O)c2cc(C)nc3c2c(C)nn3-c2ccccc2)c1,-2%,19%[10.9 µM],11%,2.1%
Cc1ccc(NC(=O)C2CCN(S(=O)(=O)c3c(C)noc3/C=C/c3ccco3)CC2)cc1C,9%,-14%[10.9 µM],10%,-0.4%
CCOCCCn1c(SCC(=O)Nc2ccccc2OC)nc2c(oc3ccccc32)c1=O,-11%,7%[10.9 µM],4%,?
CC(=NCC1CCCO1)c1c(O)[nH]c(=O)[nH]c1=O (stereo not drawn),9%,0%,-2%,2.6%
CN(C(=O)c1cccc(Nc2ccc(-c3ccc4c(c3)OCCO4)nn2)c1)C1CCCCC1,11µM*,.,13µM*,.
O=S(=O)(c1cnccc1N1CCN(CCO)CC1)N1CCCC1,-2%[9.22 µM],1%[10.9 µM],4%[9.22 µM],-1.0%[11.4 µM]
COC(=O)c1c(-c2cc(OC)c(OC)c(OC)c2)c2ccc(OCc3ccccn3)cc2c(=O)n1-c1ccc(N)cc1,15%,-4%,14%,3.7%
COCCCn1c(=N)c(C(=O)NCc2ccc3c(c2)OCO3)cc2c(=O)n3cccc(C)c3nc21,15%,-9%,-6%,-0.5%
CCCC(=O)Nc1ccc(N2CCN(C(=O)c3cccs3)CC2)cc1,-5%,12%,-9%,1.0%
CCCCOc1ccccc1NC(=O)CSc1nnnn1C(C)(C)C,7%,-18%,-11%,?
COc1ccc(C2C(C#N)=C(N)Oc3c2oc(CO)cc3=O)c(OC)c1OC (stereo not drawn),0%,3%,19%,-2.3%
CCOC(=O)c1cnn(-c2cc(C)nc3c(-c4ccccc4)c(C)nn23)c1N,9%,1%,-4%,2.5%
COc1ccc(C)cc1NS(=O)(=O)c1cn(C)c(=O)n(C)c1=O,8%,-11%,6%,-1.3%

# Continued:
SMILES,p53ts 39C kill,Peg3 imprint,p53ts 32C kill,IkB signaling
COC(=O)COc1ccc2c(=O)c(Oc3ccccc3)c(C)oc2c1,5%,0%,-6%,7.3%
CCn1c(=O)cc(OCC(=O)Nc2cc(OC)c(OC)c(OC)c2)c2ccccc21,-7%,13%[10.9 µM],-3%,?
C/C=C/c1ccc(OCCCN2C(=O)NC(C)(C)C2=O)c(OC)c1,-3%,-7%,14%,-7.6%
COc1ccccc1NC(=O)Nc1c(C)n(C)n(-c2ccccc2)c1=O,5%,0%,0%,-0.7%
COc1ccccc1CC(=O)Nc1ccc(O)cc1C(=O)O,18%,0%,-4%,5.7%
O=C(NCc1ccc2c(c1)OCO2)c1cccc(F)c1,1%,-8%,12%,0.4%
O=C(Cn1c(SCC(=O)N2CCCc3ccccc32)nc2ccccc21)N1CCCC1,?,-3%,3%,0.5%
COc1ccc2oc(=O)cc(CN3CCN(C(=O)c4ccccc4)CC3)c2c1,?,-15%[10.9 µM],9%,0.1%
COc1cccc(NC(=O)c2c(C(=O)Nc3ccccc3)sc3nc(C)cc(=O)n23)c1,9%,-8%[10.9 µM],11%,1.4%
Cc1c(NC(=O)Oc2ccccc2)sc(=S)n1C,5%,-5%,0%,0.0%
CC(C)C(c1nnnn1Cc1ccco1)N1CCC(C(N)=O)CC1 (stereo not drawn),17%,.,-8%,.
N#Cc1ccc(NC(=O)c2cc(-c3cccc(Cl)c3)on2)cc1,12%,10%[10.9 µM],1%,10%
Cc1c(C(=O)Nc2cc(F)ccc2F)sc2nc(-c3ccc(F)cc3)cn12,16%,4%[10.9 µM],-2%,-0.4%
COC(=O)c1sccc1S(=O)(=O)N(CC(=O)Nc1cc(F)ccc1F)c1ccc(C)c(C)c1,-12%,-18%[10.9 µM],5%,?
Cc1ccc(/C=c2\s/c(=C(/C#N)C(=O)N3CCCC3)n(Cc3ccco3)c2=O)s1,-15%,0%,2%,3.2%
Cc1ccc(NC(=O)Cn2nc(C(F)(F)F)c3c2CCCC3)cc1C,-13%,-9%[10.9 µM],-8%,?
COc1ccc(Cn2cc(S(=O)(=O)c3ccc(Cl)cc3)c(=O)c3cc4c(cc32)OCO4)cc1,11%,-1%[10.9 µM],19%,?
COC(=O)C(C(=O)OC)=C(/C=C/N(C)C)N(C)C,1%,7%,-12%,0.7%
Cc1ccc(C(=O)/C=C2\NCCNC2=O)cc1,?,.,13µM*,.
COc1ccc(NC(=O)c2nnn(Cc3ccc(SC)cc3)c2N)c(OC)c1,-20%,-19%,2%,-1.1%
CC(C)CC(=O)Nc1nnc(S(=O)(=O)N(C)c2ccc(Cl)cc2)s1,?,-7%[10.9 µM],0%,0.2%
O=C(O)CCc1nc(-c2ccccc2)no1,-1%,-49%[inhibitor],4%,-8.7%
O=C(c1cc(S(=O)(=O)N2CCCCC2)ccc1F)N1CCCCC1,10%,-18%,11%,0.8%
COc1ccc(CN(C(=O)c2oc3ccccc3c2C)C2CCS(=O)(=O)C2)cc1OC (stereo not drawn),9%,-8%,5%,-1.1%
O=C1CSC(c2cn(-c3ccccc3)nc2-c2cc3ccccc3oc2=O)N1Cc1ccco1 (stereo not drawn),-9%,-18%,11%,3.6%

# At a glance, some entries already given:
SMILES,p53ts 39C kill,Peg3 imprint,p53ts 32C kill,IkB signaling
COC(=O)COc1ccc2c(=O)c(Oc3ccccc3)c(C)oc2c1,5%,0%,-6%,7.3%
CCn1c(=O)cc(OCC(=O)Nc2cc(OC)c(OC)c(OC)c2)c2ccccc21,-7%,13%[10.9 µM],-3%,?
C/C=C/c1ccc(OCCCN2C(=O)NC(C)(C)C2=O)c(OC)c1,-3%,-7%,14%,-7.6%
COc1ccccc1NC(=O)Nc1c(C)n(C)n(-c2ccccc2)c1=O,5%,0%,0%,-0.7%

# Following part.
SMILES,p53ts 39C kill,Peg3 imprint,p53ts 32C kill,IkB signaling
Cc1cc(C)n2nc(S(=O)(=O)NC3CCCCC3)nc2n1,2%,2%,10%,1.4%
C=CCn1cnc2c(c1=O)c1nc3ccccc3nc1n2/N=C/c1cccc(OC)c1,0%,0%,6%,-2.5%
Cc1cccc(C(=O)N2CCc3cc(CNC(=O)COc4ccc(Cl)cc4)ccc32)c1,-13%,-6%[10.9 µM],0%,?
O=C(CSCc1cccs1)N1CCCC1,-7%,.,0%,.
Cc1ccc(-c2c(C(=O)N3CCN(c4cccc(C)c4)C(C)C3)oc(=O)c3ccccc23)cc1 (stereo not drawn),-2%,-9%[10.9 µM],16%,?
CC(=O)c1cnc2c(-c3ccc(Cl)cc3)c(C)nn2c1C,6%,.,-17%,.
COC(=O)c1ccc(CSc2nc3c([nH]c4ccccc43)c(=O)n2-c2cccc(OC)c2)o1,-24%,7%[10.9 µM],-2%,1.4%
NC(=O)Cn1c(=O)n(CCCCCC(=O)NCc2ccccc2)c(=O)c2sccc21,11%,12%[10.9 µM],-3%,-2.5%
COC(=O)c1sccc1S(=O)(=O)N(CC(=O)NCc1ccc(C)cc1)c1ccc(C)c(C)c1,-15%,-4%[10.9 µM],7%,?
